Source: PubChem BioAssay (several laboratories)
NR2F2 inh – NR2F2 transcriptional activity inhibitors, primary screen, cell-based, luciferase reporter, HEK293T, luminescence | HEK293T NGFI-A luciferase reporter | inhibition, % at 8.6 µM | COUP transcription factor 2 (Homo sapiens), P24468 | 370,000 tested, 0.7% active;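 active = inhibition above a per-plate cutoff, mean inhibition of test wells between control levels plus 3 SD, cut at about 38% in these data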;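 note: cells cotransfected with COUP-TFII expression vector driving the NGFI-A reporter; 0% = median of COUP-TF2 test wells and 100% = reporter-only cells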
Target sequence (P24468 whole entry, looked up): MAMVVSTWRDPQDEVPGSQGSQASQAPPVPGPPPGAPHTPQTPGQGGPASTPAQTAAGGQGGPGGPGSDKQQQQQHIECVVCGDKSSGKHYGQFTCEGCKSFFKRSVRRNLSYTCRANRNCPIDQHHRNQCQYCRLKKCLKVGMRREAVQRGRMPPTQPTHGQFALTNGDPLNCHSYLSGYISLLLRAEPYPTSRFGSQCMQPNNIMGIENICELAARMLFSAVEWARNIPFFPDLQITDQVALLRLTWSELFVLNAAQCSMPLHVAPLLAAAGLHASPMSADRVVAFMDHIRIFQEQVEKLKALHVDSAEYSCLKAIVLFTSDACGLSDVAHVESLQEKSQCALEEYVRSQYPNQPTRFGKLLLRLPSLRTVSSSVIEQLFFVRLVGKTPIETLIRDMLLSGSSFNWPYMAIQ
NR5A2 inv ag – LRH-1 (NR5A2) inverse agonists, primary screen, cell-based, luminescence, HEK293T, StAR-luciferase reporter; Nuclear receptor subfamily 5 group A member 2 (Homo sapiens), O00482; LRH-1 transfected, 24 h; inhibition, % at 3.6 µM; 360,000 tested, 0.13% active;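 active = inhibition above the mean inhibition of all tested compounds plus 3 SD, cut at about 73% in these data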;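 note: 0% = DMSO wells and 100% = reporter-only cells lacking LRH-1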
NOD2-RIPK2 inh – NOD2-RIPK2 binding disruptors in cells, primary screen, fluorescence, CHO cells, BLA complementation; CCF4 ratio; AID 624267, 2012; inhibition, % at 4.98 µM; 360,000 tested, 0.38% active; Receptor-interacting serine/threonine-protein kinase 2 (Homo sapiens), O43353; in the data active = inhibition above about 21%;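 note: 0% = vehicle only and 100% = reference blocker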
Target sequence (O43353 whole entry, looked up): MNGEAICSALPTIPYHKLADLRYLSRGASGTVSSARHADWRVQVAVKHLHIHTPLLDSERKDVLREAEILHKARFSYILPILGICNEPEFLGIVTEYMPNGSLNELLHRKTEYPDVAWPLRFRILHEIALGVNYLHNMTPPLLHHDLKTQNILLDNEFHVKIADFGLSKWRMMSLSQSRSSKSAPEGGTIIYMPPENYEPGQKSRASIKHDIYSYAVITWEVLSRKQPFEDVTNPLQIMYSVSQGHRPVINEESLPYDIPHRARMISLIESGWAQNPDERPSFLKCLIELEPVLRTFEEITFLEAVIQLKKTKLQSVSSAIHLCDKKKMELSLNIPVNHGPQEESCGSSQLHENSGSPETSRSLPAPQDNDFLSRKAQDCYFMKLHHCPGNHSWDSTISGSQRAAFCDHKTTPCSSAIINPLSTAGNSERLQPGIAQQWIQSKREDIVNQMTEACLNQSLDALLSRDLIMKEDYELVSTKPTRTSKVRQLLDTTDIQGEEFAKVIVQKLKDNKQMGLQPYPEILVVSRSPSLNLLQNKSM
TLR9-MyD88 inh – inhibitors of TLR9-MyD88 association in cells, primary screen, cell-based, CHO, BLA complementation, fluorescence. CCF4 FRET ratio. 340,000 tested, 0.21% active. inhibition, % at 4.98 µM;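 active = inhibition above the mean over all tested compounds plus 3 SD, cut at about 21% in these data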;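 note: 0% = DMSO only wells and 100% = clavulanate BLA inhibitor control wells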
NCOA3 inh – SRC3 coactivator transcriptional activity inhibitors, primary screen, cell-based, luminescence. inhibition, % at 3.6 µM. HEK293 GAL4-SRC3 luciferase reporter. Nuclear receptor coactivator 3 (Homo sapiens), Q9Y6Q9. AID 588352, 2011. 360,000 tested, 0.17% active;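 active = inhibition above a per-campaign cutoff, the mean of all compounds plus 3 SD, cut at about 60% in these data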;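 note: 0% = DMSO-treated cells and 100% = gossypol-treated cells at 36 µM; higher means less SRC3-driven luciferase light from the GAL4 reporter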
Vif inh – HIV Vif self-association inhibitors, primary screen, imaging, HEK293T, single point; inhibition, % at 7.49 µM; 340,000 tested, 0.35% active; HEK293T cells, Vif self-association by quenched fluorescence, 24 h; in the data active = inhibition above about 50%, passing the limit was not always enough; note: some results filed as inactive read as strong as hits
EBV LMP1 NFkB – EBV LMP1-driven NF-kappaB luciferase reporter inhibitors, primary screen, cell-based, luminescence, single point. LMP1-induced NF-kappaB luciferase reporter cells. inhibition, % at 12.5 µM. 350,000 tested, 0.69% active; in the data active = inhibition above about 41%;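 note: 0% = neutral control wells and 100% = reference inhibitor control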
TRAIL sens C8 – viability loss with TRAIL in NB7+C8 cells, primary screen, TRAIL sensitizer project, cell-based, ATPlite luminescence | inhibition (viability loss, TRAIL sensitization), % at 10 µM | 360,000 tested, 1% active;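 active = compounds causing at least 50% loss of cell viability in the single-dose screen, relative to plate controls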
SRC2 inh – inhibition of GAL4-SRC2 driven luciferase reporter, primary screen, SRC2 inhibitor project, cell-based, luminescence. 370,000 tested, 0.17% active. inhibition, % at 9 µM. Nuclear receptor coactivator 2 (Homo sapiens), Q15596. HEK293 GAL4-SRC2 luciferase reporter;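 active = inhibition above the mean inhibition of all tested compounds plus 3 SD, set per campaign, cut at about 52% in these data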;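 note: 0% = DMSO treated cells and 100% = cells given Gossypol at 36 µM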
TROY signal inh – inhibitors of TROY-driven NF-kB signaling, primary screen, Q293 LMP1-TROYcd cells, NF-kB luciferase, uHTS; Q293 LMP1-TROYcd NF-kB luciferase reporter, 4 h; inhibition, % at 10 µM; 360,000 tested, 0.98% active; AID 1347056, 2019;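 active = compounds whose plate-normalised and pattern-corrected inhibition of the luciferase reporter signal at the single screening dose is 50% or more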
NCOA1 inh – SRC1 coactivator transcriptional activity inhibitors, primary screen, cell-based, luminescence; inhibition, % at 3.6 µM; AID 588354, 2011; HEK293 GAL4-SRC1 luciferase reporter; 360,000 tested, 0.12% active; Nuclear receptor coactivator 1 (Homo sapiens), Q15788;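 active = inhibition above the campaign mean plus 3 SD, with each screening campaign given its own cutoff, cut at about 60% in these data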;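 note: 0% = DMSO treated cells and 100% = gossypol at 36 µM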
Starred values were filed as active, the others as inactive; / = no result given.

SMILES	NR2F2 inh	NR5A2 inv ag	NOD2-RIPK2 inh	TLR9-MyD88 inh	NCOA3 inh	Vif inh	EBV LMP1 NFkB	TRAIL sens C8	SRC2 inh	TROY signal inh	NCOA1 inh
Cc1c(NC(=O)C(C)OC(=O)/C=C/c2ccc3c(c2)OCO3)c(=O)n(-c2ccccc2)n1C (stereo not drawn)	6.8	-3.1	-5.3	-1.5	-22.9	-6.5	-1.0	-1.5	-29.2	-13.4	-7.2
C=CC[C@@H](CC(=O)OC(C)(C)C)C(=O)OC[C@H]1CCCN1C(=O)[C@@H](CC=C)CC(=O)N(CCO)Cc1ccccc1	9.2	14.2	-2.0	-1.1	8.6	-3.8	-1.2	7.4	-2.5	-13.0	-1.4
COCCNC(=O)C1CCCN(C(=O)c2cc(C(C)(C)C)nn2C)CC1 (stereo not drawn)	7.5	30.9	-8.4	/	-7.3	-9.3	/	-14.6	-4.8	3.1	13.2
O=C1CCC(c2ccccc2)(c2ccccc2)CC1	14.8	-15.8	-1.9	-4.1	-39.3	-2.6	-3.2	-9.5	15.1	-4.5	8.3
CCc1ccc(NC(=O)C(=O)NCCOc2ccccc2Cl)cc1	1.0	16.5	-0.2	-3.2	18.4	-0.4	-50.2	-6.8	21.7	10.8	14.5
CCCCC[C@H](O)/C=C/[C@@H]1[C@@H](C/C=C\CCCC(=O)OC)[C@@H](O)C[C@H]1O	/	-0.3	3.1	-5.7	-23.3	13.2	15.5	-10.2	/	9.0	-42.3
Nc1ccc2c(c1)sc1ccccc12	-28.2	-136.1	2.6	-5.5	-72.4	0.8	-16.2	-9.2	-42.5	-20.9	-45.0
N#Cc1cccc(CN2CCCN(Cc3ccc(F)cc3)S2(=O)=O)c1	1.8	-8.9	-0.7	5.1	11.9	-7.1	-14.0	-3.4	-20.9	14.2	-9.1
CCSCCOC(=O)C1=C(C)NC(=O)NC1c1cccc(OC)c1OC (stereo not drawn)	-3.5	3.5	1.0	4.2	16.9	-0.6	-10.4	-0.3	10.2	-16.4	-29.3
CC(C)Cc1nnc(NC(=O)Cc2ccccc2[N+](=O)[O-])s1	7.4	-10.6	-10.8	-6.3	10.9	-11.7	1.5	-3.7	-34.5	-35.2	-7.4
O=C(CCCN1C(=O)/C(=C\c2cccs2)SC1=S)Nc1ccc(O)cc1	-1.4	8.0	-0.8	2.8	-4.0	-3.3	19.6	12.8	3.9	21.7	-5.5
O=C(CSc1nnc(CNc2ccc(F)cc2)n1Cc1ccccc1)NCc1ccco1	-4.9	4.6	-4.0	-0.5	14.5	4.2	6.1	-1.7	6.0	-16.0	-1.2
Cc1ccc2c(c1)OC(=O)CC2c1ccccc1 (stereo not drawn)	-9.8	11.5	4.0	4.5	14.3	-2.8	-9.2	-7.7	-19.2	0.3	-6.3
O=C(Cn1cncn1)c1ccccc1	4.3	3.8	7.1	-3.5	-7.5	6.8	2.0	-23.8	-2.3	-4.2	-11.1
CCCCCCn1c(N(CC)CC)nc2c1c(=O)[nH]c(=O)n2C	8.3	6.1	-14.3	4.7	-4.3	51.7*	-0.5	-2.0	4.7	1.4	-8.3
Cc1[nH]c(=O)[nH]c(=O)c1S(=O)(=O)N1CCCC(C(=O)NCCc2ccc(Cl)cc2)C1 (stereo not drawn)	/	5.5	-42.9	-8.4	-3.3	-0.1	5.3	23.5	/	-17.2	-6.0
O=C1/C(=C/c2ccccc2)CCc2ccc(Cl)nc21	21.8	-54.3	6.3	3.4	20.1	4.3	5.8	24.5	-70.5	20.8	10.2
CC(C)(C(=O)N1CCC1(C)C(=O)NS(=O)(=O)c1cccc(F)c1)c1ccccc1 (stereo not drawn)	9.1	-12.7	1.1	/	-8.6	0.4	/	13.6	9.2	-10.0	-21.4
Cc1cc(OCc2cn(CC(=O)c3ccc(O)cc3)nn2)ccc1[N+](=O)[O-]	-15.2	9.2	-7.0	4.9	6.8	-0.3	-33.2	2.9	-17.4	-8.9	-0.2
COc1ccc(OC)c(NC(=O)C(=O)c2cn(CC(=O)N3CCCC3)c3ccccc23)c1	-4.1	5.5	-21.6	-3.9	14.2	-2.0	13.6	7.4	-0.7	-24.6	16.6
O=C1CC(NCc2ccc3c(c2)OCO3)C(=O)N1Cc1ccc2c(c1)OCO2 (stereo not drawn)	2.6	1.0	8.2	-4.2	10.5	14.8	-8.3	4.3	18.2	-13.6	1.3
COC(=O)c1ccc(NC(=O)C2CCCCC2C(=O)O)cc1 (stereo not drawn)	-14.4	-0.6	6.8	-3.5	-6.3	1.7	-0.7	14.4	-9.3	-17.6	5.3
Cc1ccc(CN2CCN(c3ccccc3Cl)CC2)o1	-3.3	11.6	3.2	-5.3	22.2	5.9	-2.0	-13.2	-37.3	22.5	-19.1
CCOc1ccc(N2C(=O)CC(N3CCN(c4ccc([N+](=O)[O-])cc4)CC3)C2=O)cc1 (stereo not drawn)	22.8	-7.7	0.4	6.3	4.5	1.3	6.1	-4.1	1.8	-5.0	-12.7
CN(C(=O)c1cccc(NC(=O)Cc2cccc(NC(=O)C3CCCN(C(=O)C4CCCC4)C3)c2)c1)C1CCC1 (stereo not drawn)	12.5	2.4	-6.4	2.8	-7.7	/	5.2	-3.1	-9.4	10.8	5.0
COc1ccc(S(=O)(=O)NCC(=O)N(CC(=O)NCC2CCCO2)c2c(C)cccc2C)cc1 (stereo not drawn)	16.5	1.9	-6.7	3.2	-36.7	5.8	-3.7	11.0	-19.7	-6.0	-3.2
COC(=O)c1cc(CNC(=O)c2cccc(Cl)c2)ccc1OC	6.5	-9.1	-9.2	1.3	3.6	3.1	-1.1	-16.4	-29.2	6.1	-9.4
CC[C@]12c3[nH]c4cc(-c5ccco5)ccc4c3CCN1C(=O)[C@@H](CC(=O)NCCC1=CCCCC1)C[C@@H]2C(=O)N1CCN(C(=O)c2ccco2)CC1	/	-11.4	-7.9	-4.2	-3.0	/	-2.3	14.9	/	-6.9	-1.2
COc1ccccc1CNC(=O)C1CCN(S(=O)(=O)c2cccc3nonc23)CC1	8.8	-12.4	0.9	10.4	1.1	-4.3	-5.9	1.5	7.5	-54.6	10.2
CCOc1ccc(NC(=O)CN(C)CC(=O)Nc2ccc(Br)cc2F)cc1OCC	-3.5	24.8	-1.6	-17.9	3.7	-4.2	4.4	8.5	2.8	-19.2	5.3
O=S(=O)(NCC1(N2CCOCC2)CCCCC1)c1ccc(F)c(F)c1F	3.7	-1.6	-6.5	-0.1	10.9	1.2	-2.8	-1.0	-7.5	-5.8	10.1
Cc1ccc(CCNC(=O)C2CCN(S(=O)(=O)c3cccc4cccnc34)CC2)cc1	1.8	-14.0	-3.3	0.7	7.6	2.3	-3.5	4.2	11.7	0.4	-19.0
CCN1CCN(C(=O)c2ccc(C(F)(F)F)cc2)CC1	0.3	-11.8	-7.4	1.0	-2.5	8.6	-1.7	-0.8	-13.6	-15.6	6.6
COC(CNS(=O)(=O)c1cc2c3c(c1)CCN3C(=O)CC2)OC	19.4	0.9	1.1	4.8	-9.9	-8.6	-7.3	-6.4	1.4	-7.3	0.2
COc1cccc2c(=O)c3cccc(N)c3[nH]c12	-0.6	-7.3	-12.2	-10.1	-1.9	-2.9	1.6	-2.4	-45.8	-11.1	2.4
CCc1ccc(S(=O)(=O)NCc2cccnc2)cc1	5.1	13.4	-3.8	2.6	12.3	-6.8	-8.9	14.9	11.2	4.0	3.5
COc1cc(NC(=S)NCC2CCCO2)c(OC)cc1Cl (stereo not drawn)	7.7	-2.1	-2.7	-10.0	10.8	-9.5	-2.8	-4.6	6.8	-0.8	2.2
CC1(C)CC(=O)C(C2NCCc3ccccc32)=C(O)C1 (stereo not drawn)	-0.3	10.1	-7.8	-7.3	-6.0	-1.5	1.0	-7.9	0.5	-5.4	10.6
c1ccc(NC2=NCCN2CC2CCC2)cc1	1.4	-13.6	-1.9	8.0	5.6	/	-4.5	4.2	-0.5	-1.4	-3.3
Cc1ccc(OCC(=O)NNC(=O)c2cc(C)[nH]n2)cc1	4.5	1.5	-15.3	2.7	5.1	-1.1	-4.4	-0.5	-22.4	10.4	-5.5
Cc1cc(C)cc(N(C(C)C(=O)N2CCCC2)S(C)(=O)=O)c1 (stereo not drawn)	13.5	15.2	0.1	-5.1	1.8	-3.1	-3.1	-11.4	-6.2	26.5	11.4
COc1ccc(C(=S)N2CCN(S(=O)(=O)c3ccccc3)CC2)cc1	-8.1	-6.5	-3.6	-0.5	-7.0	-2.8	0.8	10.5	-0.8	-10.6	2.5
Cc1ccc(NC(=O)CSc2nnc(C)n2-c2ccccc2)cc1	-12.3	-14.0	-9.6	0.6	-15.8	-16.3	1.0	2.8	9.1	-6.9	-3.9
Cc1cc(C)nc(SCC(=O)c2ccc(Cl)cc2)n1	7.3	9.6	2.5	-1.0	6.0	-2.4	-3.3	1.2	-23.5	-20.8	-2.7
COc1cc(/C=C2/CC/C(=C/c3ccc(O)c(OC)c3)C2=O)ccc1O	-18.9	-13.2	-10.1	1.9	-5.0	-1.5	-0.6	11.0	5.7	15.4	-7.3
Cc1cccc(N(C(=O)c2nsc(Cl)c2Cl)C(C(=O)NC2CCCC2)c2ccc(O)cc2)c1 (stereo not drawn)	-5.5	-11.4	-3.2	-5.5	5.1	-17.8	-3.1	9.6	5.0	-2.2	1.6
COc1ccc(OC)c(NC(=O)CSc2nnc(-c3ccco3)o2)c1	5.0	9.4	3.0	9.3	3.4	3.9	1.5	-4.5	-34.4	5.7	-6.0
COc1cc(OC)c(C(=O)OCC(=O)c2ccc3c(c2)NC(=O)CO3)cc1OC	-10.6	17.2	4.6	-1.2	8.0	0.2	-2.7	-11.2	-35.5	3.4	7.7
Cc1nc2ccc(NS(=O)(=O)c3ccc4c(c3)OCCO4)cc2s1	65.1*	41.1	-20.6	7.3	12.6	-27.7	26.6	22.2	25.0	/	16.9
Cc1cc(SCC(=O)NC2CCCC2)nc2ccccc12	-24.1	-12.5	-9.8	-8.2	-24.3	-5.6	-4.1	31.7	-8.0	-23.7	-22.1
O=C(COC(=O)Cc1ccsc1)NCC1CCCCC1	-4.3	11.3	-7.4	-0.6	12.6	6.7	-0.6	4.6	0.3	-22.4	2.8
O=C1NCC(Nc2ccccc2Cl)C(=O)N1 (stereo not drawn)	-0.7	10.6	-9.4	-7.4	-23.2	-0.2	-4.6	1.2	15.0	0.7	-15.1
Cc1ccc(C(=O)OCC(=O)N2C(C)CCCC2C)s1 (stereo not drawn)	-14.4	-9.4	-4.5	7.5	3.5	4.0	-5.9	-3.4	7.8	-35.9	-23.5
CC(=O)n1c(=O)oc2ccccc21	8.6	4.4	-1.0	-6.0	3.6	-1.5	-16.9	10.6	4.8	-3.2	5.7

Some of the compounds tested; count on the stated rates, not on these rows.
